Compound activity as filed in PubChem.
TDP1 block – blocks human tyrosyl-DNA phosphodiesterase 1. 350,000 compounds, 0.28% hits. recombinant TDP1, AlphaScreen DNA substrate cleavage. Q9NUW8. Potency, µM (top dose mostly 130 µM), for the others: top-dose activity change, negative = inhibition, most hits filed as inhibitors; note: nearly all actives have a fitted effect of over 40% in size
Target sequence (Q9NUW8 whole entry, looked up): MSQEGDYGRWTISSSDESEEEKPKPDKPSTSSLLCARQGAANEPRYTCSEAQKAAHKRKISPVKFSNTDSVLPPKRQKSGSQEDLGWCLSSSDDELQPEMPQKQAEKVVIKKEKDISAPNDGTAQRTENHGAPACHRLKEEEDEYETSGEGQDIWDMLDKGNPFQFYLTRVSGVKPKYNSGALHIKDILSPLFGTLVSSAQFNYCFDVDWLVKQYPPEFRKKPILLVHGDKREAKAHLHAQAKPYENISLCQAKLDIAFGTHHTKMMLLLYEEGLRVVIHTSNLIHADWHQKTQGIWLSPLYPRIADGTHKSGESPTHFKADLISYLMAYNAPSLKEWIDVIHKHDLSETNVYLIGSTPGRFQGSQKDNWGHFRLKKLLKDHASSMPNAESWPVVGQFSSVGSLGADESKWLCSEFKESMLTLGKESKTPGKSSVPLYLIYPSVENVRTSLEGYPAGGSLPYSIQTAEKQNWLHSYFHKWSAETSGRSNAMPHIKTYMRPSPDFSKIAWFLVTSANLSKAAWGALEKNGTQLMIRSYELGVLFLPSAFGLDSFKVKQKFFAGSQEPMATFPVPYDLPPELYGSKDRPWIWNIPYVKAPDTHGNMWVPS
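E. coli-derived human Tdp1, 1 nM final. Cpd preinc 15 min RT; substrate 15 nM final, 5 min RT; AS bead mix 10 ug/ml final, 10 min RT. Signal loss = tyrosine-FITC cleavage. No-enzyme wells = max signal.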
N370S GC – inhibitors or activators of N370S glucocerebrosidase for Gaucher disease. N370S GC spleen homogenate, 4MU-glucoside fluorescence. P04062. Potency, µM (top dose mostly 59.4 µM), for the others: at the highest dose activity change, negative = inhibition, hits mostly inhibitors. 330,000 compounds, 0.092% hits;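 note: 0% = full enzyme activity and -100% = no enzyme basal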
FEN1 inhibitor – human FEN1 inhibition | Recombinant FEN1 flap cleavage, fluorescence, 15 min | Potency, µM (titrated, usually from 114 µM), for the others: at the highest dose activity change, negative = inhibition, usual class: inhibitors | 390,000 compounds, 0.35% hits | AID 588795; note: nearly all actives have a fitted effect of over 65% in size
Target sequence (P39748 whole entry, looked up): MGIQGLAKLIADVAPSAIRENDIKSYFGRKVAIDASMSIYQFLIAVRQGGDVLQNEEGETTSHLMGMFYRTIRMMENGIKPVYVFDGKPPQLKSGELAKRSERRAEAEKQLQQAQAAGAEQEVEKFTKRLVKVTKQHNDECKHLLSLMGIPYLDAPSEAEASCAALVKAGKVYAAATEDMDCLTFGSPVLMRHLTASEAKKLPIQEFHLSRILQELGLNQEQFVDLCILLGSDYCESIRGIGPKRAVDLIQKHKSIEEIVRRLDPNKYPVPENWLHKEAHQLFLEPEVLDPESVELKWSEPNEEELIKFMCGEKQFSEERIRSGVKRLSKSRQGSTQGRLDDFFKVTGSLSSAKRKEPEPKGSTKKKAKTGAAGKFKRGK
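Read-out was taken twice, immediately and after 15 min, following addition of 50 nM substrate to 10 nM FEN1 that had sat with test compound for 15 min at room temperature. Curves came from a four-parameter Hill model.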
Active calls of the source: *; u = inconclusive; x = no result given; & = joins results of further samples; [ ] = dose if it differs, or a comment. Calls come from the whole dose curve; as a rule, active = well fitted curve in the direction sought with a large enough effect; inconclusive = small, poorly fitted or top-dose-only effect, or another doubt; inactive = no such curve, though single readings can be large; an effect the other way counts as inactive or inconclusive. Unless noted, % is set by controls: 0 for no effect and ±100 for the full control effect; potency is the fitted concentration of half-maximal effect. Compounds as they come; about 0.53% have a hit in one of these screens.

SMILES	TDP1 block	N370S GC	FEN1 inhibitor
CC(C)C(c1nnnn1C1CCCC1)N1CCN(c2ccccc2F)CC1 (stereo unspecified)	2%	-7%	0%
CN(C)CCOc1ccccc1C(C)(C)C	-7%	10%	11%
CCc1noc(C)c1C(=O)Nc1nc(-c2cc(OC)ccc2OC)cs1	-9%	-11%	-12%
COc1ccc(C(=O)C2CCN(CC(=O)Nc3cc(C)cc(C)c3)CC2)cc1	0%	-6%	4%
COc1ccc(-c2ccc3c(c2)S(=O)(=O)c2cccc(C(=O)O)c2C3=O)cc1OC	-2%	x	-16%
Cc1ccc(SCC(=O)Nc2nnc(C(C)(C)C)s2)cc1	x	5%	13%
COC(=O)[C@@]1(Cc2ccc(OC)cc2)[C@H]2c3cc(C(=O)N4CCCC4)n(CCc4c[nH]c5ccc(OC)cc45)c3C[C@H]2CN1C(=O)c1ccccc1	15%	-17%	x
Cc1[nH]c2ccccc2c1C(C[N+](=O)[O-])c1cccs1 (stereo unspecified)	7%	4%	-16%
CC(C)c1nnc(NC(=O)CCC(=O)N2CCN(C3c4ccccc4-c4ccccc43)CC2)s1	0%	0%	3%
CC(C(=O)Nc1ncn[nH]1)N1C(=O)c2ccccc2C1=O (stereo unspecified)	4%[56.1 µM]	11%	7%
O=C(NCc1cccnc1)c1ccc(Cn2c(=S)[nH]c3ccc(Br)cc3c2=O)cc1	-12%	-5%	-4%
CCOc1ccc(NC(=O)CSc2nnc(-c3ccccc3)n2N)cc1	2%	4%	-5%
Cc1ccc(-n2nc(CO)c(C(=O)NCCO)n2)cc1	-2%	x	-7%
Cc1c(C(=O)N2CCN(c3ccc(F)cc3)CC2)sc2ncnc(N3CCN(c4ccccn4)CC3)c12	9%	-1%	-17%
COc1ccccc1C1OC2=C(Nc3ccc([N+](=O)[O-])cc3N2)C1=O (stereo unspecified)	5%	0%	3%
CCN(CC)CCSc1nc(O)c(Cc2ccccc2)c(=O)n1-c1ccccc1	6%	7%	4%
CCc1ccc(N(CC(=O)NC2CCCC2)S(=O)(=O)c2c(C)noc2C)cc1	0%	0%	-10%
S=C(NC1CCCCC1)NN1CCOCC1	3%	-2%	-2%
Cc1ccc(Nc2c(-c3ccc(N4CCOCC4)cc3)nc3ncccn23)cc1	-2%[12.3 µM]	4%	-15%&18%
O=C1CC(c2nc3ccccc3n2CCCOc2ccccc2)CN1c1ccc(F)cc1 (stereo unspecified)	5%	x	-7%
CC1CCCCN1S(=O)(=O)c1ccc2c(c1)CCN2C(=O)C1CCC1 (stereo unspecified)	3%	10%	-11%
COC(=O)CNC(=O)c1cn(-c2ccc(C)c(C)c2)c(=O)c2ccccc12	x	-12%	19%
CCc1nnc(NC(=O)CSc2nc3c(c(=O)n2-c2ccccc2OC)SCC3)s1	-11%	31%	4%
O=C(Cc1ccc(F)cc1)NC1CCCC1	1%	11%	-4%
Cc1c(C(=O)Nc2ccc(S(=O)(=O)N(C)C3CCN(C)CC3)cc2)oc2c(Cl)cccc12	x	u	-13%
CC1=CC(C)(C)N(C(=O)CSc2nccn2C)c2cc(C)ccc21	6%	7%	-4%
COc1ccc(OC)c(/C=N/NC(=O)c2ccc(N(C)S(=O)(=O)c3ccccc3)cc2)c1	5%	5%	-16%
CCn1c(=O)[nH]c2ccccc21	12%[56.1 µM]	9%	x
CC(=O)Nc1ccc(/C=C/c2ccc3c([N+](=O)[O-])cccc3n2)cc1	5%	0%	3%
Cc1ccc(NC(=O)CSc2nnc(-c3cc4occc4n3C)n2-c2ccccc2C)c(C)c1	0%	x	-11%

For reference, part of the list above:
SMILES	TDP1 block	N370S GC	FEN1 inhibitor
COc1ccc(OC)c(/C=N/NC(=O)c2ccc(N(C)S(=O)(=O)c3ccccc3)cc2)c1	5%	5%	-16%
CCn1c(=O)[nH]c2ccccc21	12%[56.1 µM]	9%	x
CC(=O)Nc1ccc(/C=C/c2ccc3c([N+](=O)[O-])cccc3n2)cc1	5%	0%	3%
Cc1ccc(NC(=O)CSc2nnc(-c3cc4occc4n3C)n2-c2ccccc2C)c(C)c1	0%	x	-11%

Next section.
SMILES	TDP1 block	N370S GC	FEN1 inhibitor
COCCNS(=O)(=O)c1ccc2c(c1)C(=NO)c1cc(S(=O)(=O)NCCOC)ccc1-2	6%	2%	-16%
COc1ccc(-c2ccc(CCC(=O)O)n2-c2ccc(O)cc2)cc1	2%	-26%	-8%
Cc1nn(CC(=O)NC2CC2)c(=O)c2cc3ccccc3n12	-3%	x	17%
Cc1nc(SCC(=O)N2CCc3ccccc3C2)c2c(C)c(C)sc2n1	0%	30%	-21%
CC1=C(C(=O)OCc2ccc(C)cc2)C(c2ccc(O)c([N+](=O)[O-])c2)NC(=O)N1 (stereo unspecified)	9%	0%	13%
CCN(C(=O)CSc1nc2ccccc2n1CC(=O)Nc1ccccc1C)c1ccccc1	6%	x	11%
CS(=O)(=O)N1CCN(C(=O)c2cc3ccccc3oc2=O)CC1	-5%	30%	12%
CN1CCN(c2ccc(C(CC(N)=O)NC(=O)Cc3ccc(Br)cc3)cc2[N+](=O)[O-])CC1 (stereo unspecified)	1%	4%	3%
COc1ccccc1C(=O)NC1CCSc2ccccc21 (stereo unspecified)	1%	9%	13%
Nn1c(SCC(=O)Nc2ccc(OC(F)F)cc2)nnc(Cc2ccccc2)c1=O	4%	24%	1%
Cc1ccc(S(=O)(=O)N2CCOCC2)cc1NC(=O)CN1C(=O)CN(C)C1=O	-3%	2%	5%
COc1ccc(NC(=O)c2ccco2)cc1NC(=O)COc1ccc(C)c(C)c1	1%	x	-26%
COC(=O)N[C@@H]1C[C@H]2[C@@H]3CC[C@H]4C[C@@H](OC)CC[C@]4(C)[C@H]3CC[C@]12C	0%	x	-19%
CC(C)c1ccc(S(=O)(=O)Nc2ccc3c(c2)OCO3)cc1	1%	x	-5%
Cc1cc(N2CCN(C(=O)c3ccco3)CC2)n2nc(C)c(-c3ccccc3)c2n1	10%	13%	-12%
COCCN(CC(=O)Nc1cccc(C)c1C)C(=O)c1cc(-c2cccs2)nn1-c1ccccc1	-1%	x	u
Cc1cc2c(nc1C)CCCN2CC(O)CN1CCCc2nc(C)c(C)cc21	7%[21 µM]	0%[12.8 µM]	x
CSc1ncc(Cl)c(C(=O)Nc2ccccc2Cl)n1	3%	0%	0%
CN(C)S(=O)(=O)c1ccc(Nc2nc(C3CC3)nc3c2nnn3Cc2ccccc2Cl)cc1	2%	19%	1%
COc1ccc(C(=O)N2CCN(c3cccc(C)c3C)CC2)cc1S(=O)(=O)NC1CC1	0%	-1%	3%
CCOC(=O)c1c(C)[nH]c(C)c1S(=O)(=O)NCC(=O)N1CCN(c2ccccc2F)CC1	3%	x	21%
Cc1cccc2cc(CN(CCN(C)C)C(=S)NCc3ccco3)c(=O)[nH]c12	4%	-16%	-7%
O=C(/C=C/c1c(F)cccc1Cl)Nc1ccc(S(=O)(=O)Nc2ncccn2)cc1	0%	-5%	-1%
CC(=O)C1=C(O)C(=O)N(c2ccc(S(N)(=O)=O)cc2)C1c1ccc([N+](=O)[O-])cc1 (stereo unspecified)	3%	-12%	5%
O=S(=O)(NCc1cccnc1)c1cccc2cccnc12	9%	-2%	-11%
COCCCNC(=S)NNC(=O)c1ccc(C(C)(C)C)cc1	-1%	-10%	11%
O=C(CSc1nnc(CNC(=O)c2ccc(F)cc2)o1)c1ccccc1	2%	-1%	8%
CCCCCCSc1cccc(-c2nc3cc(C)ccn3c2NCc2ccccc2)c1	2%	u	-15%
C/C=C(/C)C(=O)Nc1cccc(C2=NOC3(C2)C[C@H](C(N)=O)N(C(=O)Cc2ccc([N+](=O)[O-])cc2)C3)c1 (stereo partly specified)	4%	5%	11%
Cc1ccc(N(C)/N=C/c2ccc(Cl)cc2Cl)nn1	x	-7%	0%
CC(=O)Nc1cccc(-c2cn3ccc(C)cc3n2)c1	-6%	-19%	-21%
NS(=O)(=O)c1ccc(NC(=O)CSc2nnc(-c3ccc(O)cc3)o2)cc1	-7%	-13%	2%
COc1ccc(OCCCC(=O)Nc2cc(S(=O)(=O)N3CCCCC3)ccc2C)cc1	0%[56.1 µM]	x	10%
Cc1ccc(CCNC(=O)CN(C)S(=O)(=O)c2ccc3c(c2)c(=O)n(C)c(=O)n3C)cc1	-4%	-3%	5%
CN(Cc1nccn1C)C(=O)CCc1nnc(CCC2CCCCC2)o1	0%	-5%	6%
C=CCc1cccc(/C=N/NC(=O)C(=O)Nc2ccc(C)cc2)c1O	0%	-16%	0%
O=C(Cc1ncc(C(F)(F)F)cc1Cl)N1CCN(c2cccc(Cl)c2)CC1	0%	-18%	-4%
CCOc1ccc(C(C)=O)cc1COc1ccc(-c2nnco2)cc1	4%	11µM*	-20%
Cc1ccc(F)cc1NCC(=O)Nc1ccc(Br)cc1	-3%	-14%	2%
COc1ccc2oc(=O)c(C(=O)N3CCN(c4ccc(C)cc4)CC3)cc2c1	3%	x	0%
CCOC(=O)CCN(c1ccccc1)S(=O)(=O)c1ccc(-c2ccc(=O)[nH]n2)s1	4%	-1%	-10%
N#Cc1ccc(Oc2ccc(S(=O)(=O)N3CCOCC3)cn2)cc1	7%	2%	11%
O=C(CNC(=O)c1ccco1)OCc1ccccc1Cl	0%	x	-14%
CCOC(=O)c1sc(NC(=O)/C=C/c2cnn(C)c2C)c(C(=O)OC(C)C)c1C	-3%	2%	-9%
CCN(c1ccccc1)S(=O)(=O)c1cccc(C(=O)NCc2ccccc2CN2CCOCC2)c1	1%[56.1 µM]	x	-3%
O=C(OCC(=O)N1CCc2ccccc21)c1n[nH]c(=O)c2ccccc12	0%	x	3%
Cc1c(O)ccc2c(CN3CCN(Cc4ccccc4)CC3)cc(=O)oc12	x	u	12%
COc1cc(OC)cc(-c2c(C#Cc3ccsc3)c3cc(-c4ccc5cc[nH]c5c4)ccc3n2C)c1	1%	x	-2%
COc1ccc(CCNCC(O)Cn2ccc3ccccc32)cc1OC (stereo unspecified)	6%	-4%	15%
S=c1nc2ccccc2c2nc(-c3ccccc3Cl)[nH]n12	x	-1%	-11%
Oc1ccc(Nc2nc(-c3ccc(Cl)cc3)nc3ccccc23)cc1	1%	x	u
OC(COc1cccc2ccccc12)CN1CCN(c2ccc(Cl)cc2)CC1 (stereo unspecified)	-6%	u	u
CCOc1ccccc1N(CC(=O)NC1CCCCC1)C(=O)CNC(=O)c1ccco1	-2%	-1%	-2%
O=[N+]([O-])c1ccc(-c2cnc3ccccc3n2)cc1	x	-1%	-2%
CCCOc1ccc(C2NC(=S)NC(C)=C2C(=O)c2ccccc2)cc1OC (stereo unspecified)	-3%	17%	-1%
COc1ccc(OC)c(-c2csc(NC(=O)CSc3ccc([N+](=O)[O-])cc3)n2)c1	11%	-20%	-15%
CCc1ccc2oc(-c3ccc(NC(=O)c4cc(OC)c(OC)c(OC)c4)cc3)nc2c1	-2%[12.3 µM]	x	12%
CCS(=O)(=O)N1Cc2ccccc2CC1C(=O)N(C)Cc1ccc(OC)c(F)c1 (stereo unspecified)	12%	0%	2%
COc1cnc(-c2ccccn2)nc1NC(C)C	6%	-1%	-4%
COc1ccc(S(=O)(=O)N2CCOC23CCN(S(=O)(=O)c2ccc(F)cc2C)CC3)cc1	-1%	1%	-4%

In a second layout: 3 of the compounds above.
Screens in order – TDP1 block | N370S GC | FEN1 inhibitor
- CCCOc1ccc(C2NC(=S)NC(C)=C2C(=O)c2ccccc2)cc1OC (stereo unspecified)
→ -3% | 17% | -1%
- COc1ccc(OC)c(-c2csc(NC(=O)CSc3ccc([N+](=O)[O-])cc3)n2)c1
→ 11% | -20% | -15%
- CCc1ccc2oc(-c3ccc(NC(=O)c4cc(OC)c(OC)c(OC)c4)cc3)nc2c1
→ -2%[12.3 µM] | x | 12%

3 compounds from above, sorted by heavy-atom count, high to low:
SMILES	TDP1 block	N370S GC	FEN1 inhibitor
COc1cc(OC)cc(-c2c(C#Cc3ccsc3)c3cc(-c4ccc5cc[nH]c5c4)ccc3n2C)c1	1%	x	-2%
COc1ccc(S(=O)(=O)N2CCOC23CCN(S(=O)(=O)c2ccc(F)cc2C)CC3)cc1	-1%	1%	-4%
CCCOc1ccc(C2NC(=S)NC(C)=C2C(=O)c2ccccc2)cc1OC (stereo unspecified)	-3%	17%	-1%

(list continues)
SMILES	TDP1 block	N370S GC	FEN1 inhibitor
COc1cccc(-c2nnc(NC(=O)c3cccc(F)c3)o2)c1	x	1%	5%
O=C(COc1ccc2ccc(=O)oc2c1)NC(Cc1ccc(Cl)cc1)C(=O)O (stereo unspecified)	x	-4%	2%
COc1ccc(OC)c(NC(=O)c2ccccc2NC(=O)c2ccco2)c1	3%	16%	-7%
CCOC(=O)C1CCN(C(=O)Cc2ccccc2OC)CC1	1%	2%	2%
COc1ccc(CCNC(=O)c2cc(=O)c3cc(C)cc(C)c3o2)cc1OC	4%	x	12%
COc1ccccc1C(CNC(=O)CNC(=O)c1ccccc1Cl)N1CCCC1 (stereo unspecified)	0%	x	-14%
CC(C)CCNC(=O)c1cccnc1Sc1ccccc1	3%	22%	-2%
O=C(Nc1ccc(Cl)cc1Cl)Nn1cnnc1	2%	-16%	-10%
Cc1ccccc1-n1cc(CNCc2c(C(=O)N(C)C)nc3ccc(Cl)cn23)cn1	3%	-25%	3%
CCOC(=O)c1ccc(S(=O)(=O)N2CCN(C(=O)CSc3nc4ccccc4o3)CC2)cc1	0%	5%	23%
